High-throughput results from PubChem.
Giardia kill – Giardia lamblia killing; Giardia lamblia trophozoite viability; activity change, % at 7.66 µM, hits read low; 340,000 compounds, 0.15% hits; AID 540267; in the data active = activity change below about -80%; inconclusive = between about -30% and that limit;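 note: parasites exposed to compound for two days anaerobically before the ATP read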
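Trophozoites 100 cells/well + cpd; 48 hrs, 37 deg C, anaerobic. ATPLite 1-Step added, 15-30 min RT, luminescence read (ATP-based viability).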
USP2a block – inhibitors of human ubiquitin-specific protease USP2a; USP2 core, Ub-CHOP2 coupled fluorogenic reporter, 485/531; Potency, µM (top dose mostly 38.3 µM), for the others: top-dose activity change, negative = inhibition, actives largely listed as inhibitors; 330,000 compounds, 0.01% hits; AID 463254;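 note: potency is the fitted concentration of half-maximal effect; plate controls were DMSO wells for no effect and full inhibition by NEM control for full effect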
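Cell-free coupled assay: 10nM USP2 core preincubated 30min RT with compound in Tris-HCl pH 8.0/CaCl2/CHAPS buffer, then 25nM Ub-CHOP2 and 25nM reporter substrate; fluorescence (Ex 485/Em 531) read after 60min RT, normalized to NEM inhibition, concentration-response curves fitted.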
Eya2 inh – Eya2 (human) phosphatase inhibition; recombinant Eya2, OMFP fluorescence dephosphorylation (OMFP is methylfluorescein phosphate); O00167; Potency, µM (series often up to 76.9 µM), for the others: at the highest dose activity, negative = inhibition, actives largely listed as inhibitors; 330,000 compounds, 0.006% hits; note: potency is the fitted concentration of half-maximal effect
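Eya2 protein (added as 0.2 uM solution) was preincubated with compound for 10 min at ambient temperature in 50 mM HEPES pH 7.5, 50 mM NaCl, 5 uM MgCl2, 0.05% BSA, 1 mM DTT. OMFP (added at 50 uM) then reacted 10 min; fluorescence read at 485/525 nm.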
KCNH2 WT inh – KCNH2 (human, wildtype) channel inhibition | U2OS, BacMam KCNH2, thallium flux FluxOr; active compounds read low | activity change, % at 1.84 µM | 340,000 compounds, 0.37% hits;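 active = maximum activity change below -70%; inconclusive = maximum activity change between -70% and -50%; inactive = maximum activity change above -50%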
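U2OS cells were transduced with wild-type KCNH2 virus (2.03 x 10^8 / mL) for 4 h at room temperature, then cultured overnight at 37 C. Thallium flux was read with FluxOr dye. Rate constants were normalized to DMSO controls.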
Coupling enz – inhibits coupling enzyme system, counter-screen for aldolase hits. coupling enzyme system counterscreen, AmpLite Red fluorescence. activity change, negative = inhibition, % at 58.2 µM, hits read low. 290,000 compounds, 0.67% hits. AID 2472; in the data active = activity change below about -30%
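Final compound at 57.5 uM, incubated 10 min at RT with coupling enzyme reagent (glyceraldehyde-3-phosphate), then 20 min with substrate and AmpLite Red detection. Fluorescence read at 525/598 nm; tests interference with the coupling assay, not aldolase inhibition.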
GALK inhibitor – inhibitors of human galactokinase | 270,000 compounds, 0.007% hits | Purified GALK, Kinase-Glo residual ATP luminescence | Potency, µM (series often up to 57.5 µM), inactives show at the top dose activity change, negative = inhibition, actives largely listed as inhibitors | P51570; note: potency is the fitted concentration of half-maximal effect
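GALK at 5 nM final was combined with compound, 35 uM ATP and 100 uM galactose in HEPES pH8.0 with MgCl2 and DTT. The reaction ran one hour at room temperature before luminescent ATP detection.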
PKM2 activator – increases activity of human pyruvate kinase M2 | Potency, µM (top dose mostly 57.5 µM), for the others: at the highest dose activation, hits mostly activators | 260,000 compounds, 0.34% hits | purified PKM2, Kinase-Glo ATP luminescence, activation; response scale: 0% is enzyme alone, no compound; note: potency is the fitted concentration of half-maximal effect; nearly all actives have a fitted effect of over 55% in size
Target sequence (P14618 whole entry, looked up): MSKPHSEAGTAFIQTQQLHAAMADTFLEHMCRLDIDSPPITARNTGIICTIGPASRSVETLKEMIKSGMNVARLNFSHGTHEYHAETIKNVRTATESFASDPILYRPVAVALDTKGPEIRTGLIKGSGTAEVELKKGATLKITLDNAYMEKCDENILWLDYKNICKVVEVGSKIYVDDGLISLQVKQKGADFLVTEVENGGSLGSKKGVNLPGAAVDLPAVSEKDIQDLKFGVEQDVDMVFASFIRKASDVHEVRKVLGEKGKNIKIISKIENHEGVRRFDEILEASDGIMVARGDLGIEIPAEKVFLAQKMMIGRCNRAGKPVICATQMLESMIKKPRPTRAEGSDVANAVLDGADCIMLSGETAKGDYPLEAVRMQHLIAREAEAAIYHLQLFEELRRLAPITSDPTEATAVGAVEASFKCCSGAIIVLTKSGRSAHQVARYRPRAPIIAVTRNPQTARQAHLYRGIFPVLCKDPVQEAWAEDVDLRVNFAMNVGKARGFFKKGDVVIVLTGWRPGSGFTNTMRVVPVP
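Purified hPK-M2 (>95%) run at intermediate activity with 0.1 mM ADP and 0.5 mM PEP in 50 mM imidazole pH 7.2, KCl, MgCl2; 1 h room temperature. ATP formed read by Kinase-Glo luminescence; normalized to uninhibited and no-enzyme controls.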
Chronic BCR inh – inhibitors of chronic active B-cell receptor signaling. ABC-DLBCL IkBa-CBG/CBR reporter, luminescence ratio, 4 h. Potency, µM (series often up to 46.1 µM), for inactives: at the highest dose ratio change, negative = lower green/red ratio, actives largely listed as inhibitors. 340,000 compounds, 0.05% hits. AID 493014; active = well fitted inhibition curve with a large enough effect in the signal ratio, with a control signal flat, not every such curve was filed as active; inconclusive = small, poorly fitted or top-dose-only effect, or effect the other way, or a change in a side signal; the % refers to the signal ratio;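 note: potency is the fitted concentration of half-maximal effect; plate controls were basal doxycycline-induced cells for no effect and cells given 10 µM MG132 for full effect; MG132 reads +100%, hits lower the ratio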
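TMD8 ABC-DLBCL cells carrying doxycycline-inducible green luciferase fused to IkappaBalpha plus unfused red luciferase were exposed to compounds (up to 46 uM) for 4 hrs at 37C. Activity came from the overlap-corrected green/red luminescence ratio.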
uPA surface inh – blocks generation of uPA at the cell surface; cell surface uPA generation assay, qHTS; Potency, µM (highest dose often 38.3 µM), inactives show top-dose activity change, negative = inhibition, usual class: inhibitors; 330,000 compounds, 0.31% hits; active = well fitted inhibition curve with a large enough effect; inconclusive = small, poorly fitted or top-dose-only effect; inactive = no such curve, though single readings can be large or run the other way; tested in mouse RAW 264.7 cells; note: potency is the fitted concentration of half-maximal effect; nearly all actives have a fitted effect of over 55% in size
B2AR arrestin – agonists driving beta-arrestin recruitment to human beta2-adrenergic receptor | P07550 | beta-arrestin recruitment to beta2AR, cell-based reporter | Potency, µM (doses to about 46.1 µM), for inactives: at the highest dose activation, usual class: activators | 330,000 compounds, 0.02% hits;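 note: potency is the fitted concentration of half-maximal effect; 0% = DMSO controls and full agonism = EC100 isoproterenol or metaproterenol; nearly all actives have a fitted effect of over 65% in size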
Target sequence (P07550 whole entry, looked up): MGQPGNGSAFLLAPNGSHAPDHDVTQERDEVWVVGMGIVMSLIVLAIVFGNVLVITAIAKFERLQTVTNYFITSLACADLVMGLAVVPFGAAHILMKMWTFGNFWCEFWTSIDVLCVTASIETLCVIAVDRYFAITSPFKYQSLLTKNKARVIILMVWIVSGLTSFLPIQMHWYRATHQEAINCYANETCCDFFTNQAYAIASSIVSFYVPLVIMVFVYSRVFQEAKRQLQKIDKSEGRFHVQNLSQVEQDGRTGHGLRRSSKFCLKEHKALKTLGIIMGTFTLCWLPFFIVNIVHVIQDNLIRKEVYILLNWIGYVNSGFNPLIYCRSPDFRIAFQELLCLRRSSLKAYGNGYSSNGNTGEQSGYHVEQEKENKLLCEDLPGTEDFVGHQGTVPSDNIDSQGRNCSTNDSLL
KCNH2 3.1 block – inhibitors of human KCNH2 3.1 potassium channel isoform; U2OS KCNH2 3.1, thallium flux FluxOr; active compounds read low; activity change, % (tested at about 1.8 µM); 340,000 compounds, 0.95% hits; AID 720553;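 active = maximum activity change below -70%; inconclusive = maximum activity change from -70% to -50%; inactive = maximum activity change above -50%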;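 note: thallium influx rate constant from kinetic fluorescence after stimulation buffer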
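Thallium flux read-out: FluxOr dye with Red40 quencher in HBSS/HEPES, 45 min at RT. Rate constants from kinetic reads were normalized to positive and negative DMSO controls. Cells: U2OS virally expressing the 3.1 isoform.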
* hit, by the source's call; ? = inconclusive; / = no result given; [ ] = another dose, or the depositor's remark. Unless noted, calls come from the whole dose curve; as a rule, active = well fitted curve in the direction sought with a large enough effect; inconclusive = small, poorly fitted or top-dose-only effect, or another doubt; inactive = no such curve, though single readings can be large; an effect the other way counts as inactive or inconclusive. Unless noted, % is set by controls: 0 for no effect and ±100 for the full control effect. The order is random. Share with any hit: about 2.4%.

| mol | Giardia kill | USP2a block | Eya2 inh | KCNH2 WT inh | Coupling enz | GALK inhibitor | PKM2 activator | Chronic BCR inh | uPA surface inh | B2AR arrestin | KCNH2 3.1 block |
| --- | --- | --- | --- | --- | --- | --- | --- | --- | --- | --- | --- |
| COc1ccc(C(=O)/C=C(\C)Nc2ccc3c(c2)OCO3)cc1 | 0 | 0% | 12% | -8 | / | -4% | 3% | ? | -5% | 0.0% | 8 |
| O=C1COc2ccc(C(=O)NC3CC3)cc2N1 | -10 | -2% | -11% | 4 | 2 | 0% | 1% | ? | -1% | 0.0% | -8 |
| CCN(CC)S(=O)(=O)c1cccc(C(=O)N2CC(O)CC2C(=O)O)c1 (configuration not stated) | -5 | -3% | -27% | 10 | 1 | 1% | -8% | -3% | -2% | -0.4% | -21 |
| COc1cccc2cc(C(=O)NCc3ccco3)c(=O)oc12 | 0 | -4% | -6% | -1 | -1 | 1% | 1% | ? | -4% | -0.3% | 11 |
| Cc1cc(Nc2ccc(C(=O)O)cc2)nc(N)n1 | -9 | 4% | -9% | -3 | 0 | 5% | 24% | ? | 2% | 0.6% | -5 |
| COc1ccc(NS(=O)(=O)c2cc(C(=O)N3CCCCCC3)ccc2C)cc1 | 10 | -1% | -8% | 12 | / | / | / | 1% | 8% | 0.0% | -1 |
| COc1ccccc1-n1cc(-c2ccc(C)cc2)[nH]c1=S | 0 | -1% | 6% | 6 | 0 | / | / | -4% | -15% | 4.4% | 2 |
| COc1ccc(NC(=O)C2CCCN(C(=O)NC3CCCCC3)C2)cc1OC (configuration not stated) | 7 | -3% | 19%[15.4 µM] | -4 | 8 | 1% | -2% | -2% | 1% | 7.8% | -12 |
| CCN1C(=O)[C@H]2[C@H]3CN=C(SCc4ccc(C)cc4)N3[C@@](CC)(C(=O)OC)[C@H]2C1=O | 7 | 0% | 1% | 5 | / | / | / | -7% | -6% | -0.5% | -7 |
| CC(=NNC(=O)c1cc(C)oc1C)c1ccc(Br)s1 | 3 | 4% | -25% | 39 | / | / | / | -14% | 7% | 0.2% | -4 |
| COCCOc1cc(NCc2ccccc2)c2ncn(C(C)C)c2c1 | -4 | 1% | ? | 10 | / | / | / | -1% | -30% | 0.3% | -3 |
| CN1CCCC(OC(=O)c2cc(Cl)ccc2Cl)C1 (configuration not stated) | 14 | 2% | 3% | 17 | 0 | -2% | -4% | -1% | 0% | 0.4% | -10 |
| COc1ccc(C(=O)NCC(=O)N/N=C/c2ccc([N+](=O)[O-])s2)cc1OC | -7 | -3% | 15% | 5 | -1 | -2% | 2% | ? | ? | -0.2% | 1 |
| CCCCn1nnnc1SCC(=O)NNC(=O)C1CCCCC1 | 4 | 0% | -7% | 16 | 2 | -1% | -6% | -5% | 11% | -0.9% | -3 |
| C#CCOc1ccc(/C=N/O)cc1Cl | -22 | 0% | -11% | 2 | 0 | 2% | 4% | ? | 0% | -0.3% | -9 |
| CC(C)(C)C(=O)Cn1ncc(N2CCOCC2)c(Br)c1=O | -2 | 0% | -5% | 15 | -2 | 0% | 3% | 1% | 2% | 0.2% | -15 |
| Cc1nc(NCC(c2ccccc2)N(C)C)c2c(C)c(C)sc2n1 (configuration not stated) | -13 | 0% | -8% | 8 | 0 | -1% | -3% | 17% | -3% | -1.1% | -23 |
| CCCC(C)C(=O)NCc1ccncc1 (configuration not stated) | 18 | -1% | 7% | 1 | 0 | 6% | -7% | 13% | -1% | -1.1% | 19 |
| CCOc1ccc(C(=O)NC(C(=O)NCc2cccnc2)C(C)C)cc1 (configuration not stated) | 3 | -3% | -2% | -5 | 0 | -1% | -6% | 0% | 4% | -0.1% | -21 |
| Cc1ccc(CNCCCSc2ncccn2)cc1 | 10 | 0% | 7% | 0 | 2 | 3% | 3% | 4% | -3% | 0.3% | 5 |
| COc1ccc(S(=O)(=O)N2CCCC(C(=O)O)C2)cc1Cl (configuration not stated) | 17 | / | / | 23 | 8 | 3% | 5% | / | 6% | / | 10 |
| O=c1[nH]c(CN2CCN(S(=O)(=O)c3cccs3)CC2)nc2c(Br)cc(Br)cc12 | -6 | 3% | 7% | 8 | 1 | 4% | 3% | -2% | -3% | 0.1% | -17 |
| O=C(Nc1ccc(F)cc1)c1sccc1SCc1cccc(C(F)(F)F)c1 | 9 | -1% | -29% | / | -4 | 0% | -5% | ? | / | -0.1% | -39 |
| CCN(CC)S(=O)(=O)c1cc(NC(=O)c2ccc3c(c2)NC(=O)C(C)S3)ccc1C (configuration not stated) | -18 | -1% | -10% | -13 | / | / | / | ? | -19% | 0.2% | -8 |
| Cc1cccc(COc2ccccc2C(=O)NC2CCC(O)CC2)c1 (configuration not stated) | -4 | 2% | 11% | 9 | / | / | / | 6% | -6% | 0.0% | 17 |
| COC(=O)c1ccc(C(=O)OC)c(NC(=O)COC(=O)CC2CC3CCC2C3)c1 (configuration not stated) | -3 | 3% | -17% | -3 | 7 | 0% | 12% | -1% | -5% | -0.2% | 3 |
| CCOc1ccc2cc(S(=O)(=O)n3ccnc3C)ccc2c1 | 3 | -1% | 17% | -3 | 0 | -2% | 6% | 13% | -2% | 0.5% | -5 |
| CS(=O)(=O)Nc1ccccc1C(=O)NCc1ccco1 | -4 | -1% | 12% | 10 | -1 | -1% | 1% | -7% | 5% | -0.2% | -4 |
| COc1ccc(-n2cnc3cc(C(=O)NCCN4CCOCC4)ccc32)cc1 | 24 | 3% | 14% | 4 | -1 | -3% | -1% | -12% | -4% | -0.2% | / |
| CCCOc1cccc(/C=N/NC(=O)c2csc(C)c2C)c1 | 19 | -6% | -11% | -11 | -3 | 0% | -3% | -23% | -5% | -0.3% | 14 |
| CC(=O)C1=C(O)C(=O)N(c2ccc(O)cc2)C1c1ccccc1F (configuration not stated) | 18 | 0% | 9% | 7 | 5 | / | / | 2% | -1% | 0.1% | 1 |
| CCCCn1c(N)c(N(CC)C(=O)c2cccc(OCc3ccccc3)c2)c(=O)[nH]c1=O | 5 | 0% | 4% | -1 | / | / | / | 7% | -3% | 0.0% | -1 |
| Cc1nn(-c2cc(N3CCCCC3)ccc2[N+](=O)[O-])c(=O)c2ccccc12 | 4 | -4% | 2% | 9 | 0 | 0% | 7% | -8% | / | -0.8% | -15 |
| COc1ccc(-n2c(-c3ccc(Br)cc3)n[nH]c2=S)cc1 | 5 | 1% | 10% | -4 | 2 | -5% | 0% | -5% | -2% | -1.0% | -1 |
| O=C(COc1ccccc1Cl)Nc1ccc(NC(=O)c2ccco2)cc1 | -13 | 0% | 10% | -9 | 0 | 15% | 5% | ? | 6% | 0.2% | -1 |
| Cn1c(CN2CCOCC2)nnc1SCC(=O)NCCc1ccccc1 | -25 | 2% | 15% | 0 | 2 | -3% | 2% | 2% | 0% | -0.1% | 1 |
| CC12CCC(C1)C(C)(C)C2NS(=O)(=O)c1ccc(F)cc1 (configuration not stated) | 5 | -5% | -18% | 5 | / | / | / | 16% | 10% | -0.1% | -16 |
| O=C(Cn1c(=O)cnc2ccccc21)Nc1cccc(S(=O)(=O)N2CCCCC2)c1 | 47[activator] | 2% | -6% | 4 | / | / | / | ? | ? | 0.3% | -6 |
| COc1ccc(OC)c(NC(=O)C2C3C=CC(C3)C2C(=O)NCc2ccccn2)c1 (configuration not stated) | 11 | 5% | 4% | 18 | 0 | -1% | -2% | 0% | -2% | 0.4% | 16 |

Five records drawn at random from those above, as already listed:
| mol | Giardia kill | USP2a block | Eya2 inh | KCNH2 WT inh | Coupling enz | GALK inhibitor | PKM2 activator | Chronic BCR inh | uPA surface inh | B2AR arrestin | KCNH2 3.1 block |
| --- | --- | --- | --- | --- | --- | --- | --- | --- | --- | --- | --- |
| CC12CCC(C1)C(C)(C)C2NS(=O)(=O)c1ccc(F)cc1 (configuration not stated) | 5 | -5% | -18% | 5 | / | / | / | 16% | 10% | -0.1% | -16 |
| Cn1c(CN2CCOCC2)nnc1SCC(=O)NCCc1ccccc1 | -25 | 2% | 15% | 0 | 2 | -3% | 2% | 2% | 0% | -0.1% | 1 |
| O=C(Cn1c(=O)cnc2ccccc21)Nc1cccc(S(=O)(=O)N2CCCCC2)c1 | 47[activator] | 2% | -6% | 4 | / | / | / | ? | ? | 0.3% | -6 |
| CCCCn1c(N)c(N(CC)C(=O)c2cccc(OCc3ccccc3)c2)c(=O)[nH]c1=O | 5 | 0% | 4% | -1 | / | / | / | 7% | -3% | 0.0% | -1 |
| Cc1nn(-c2cc(N3CCCCC3)ccc2[N+](=O)[O-])c(=O)c2ccccc12 | 4 | -4% | 2% | 9 | 0 | 0% | 7% | -8% | / | -0.8% | -15 |
